# IL1B secr inh: blocks inflammasome-driven IL-1 beta release | activity change, % at 57.5 µM | THP-1 LPS/ATP IL-1B secretion, AlphaLISA, 16 h; hits give low values | actives 4.7% (n = 360,000) | AID 743279; in the data active = activity change below about -50%; inconclusive = mostly about -30% to -49%; also: % is scaled to controls: 0 for no effect and ±100 for the full control effect
#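 Secreted IL-1B measured by AlphaLISA bead assay after 16 h compound exposure of THP-1 cells; compounds (final up to 57.5 uM) added 1 h before LPS (250 ng/mL) and ATP (1.25 mM) stimulation; lower signal means less secretion.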
# S2 tox: reduces viability in counter-screen for ATXN expression inhibitors; S2 cells (HEK-293 line with an ATXN2-luciferase reporter) viability, CellTiter-Fluor protease fluorescence, 24 h; Potency, µM (titrated, usually from 56.7 µM), usual class: cytotoxic; actives 0.49% (n = 400,000); AID 651635; also: potency is read from the fitted curve at half-maximal effect; nearly all actives have a fitted effect of over 40% in size
# MCF10A rereplic: inducers of DNA re-replication in MCF 10A breast cells; actives 2.9% (n = 350,000); Potency, µM (doses to about 46.1 µM), without a hit: at the top dose activity, positive = re-replication, hits mostly activators; MCF 10A DNA re-replication, Hoechst nuclear intensity, 48 h; also: potency is read from the fitted curve at half-maximal effect; % of control where 0% means no effect; nearly all actives have a fitted effect of over 50% in size
# HT1080NT lethal: kills 2HG-producing HT-1080-NT fibrosarcoma cells; HT-1080-NT fibrosarcoma viability, CellTiter-Glo ATP luminescence, 48 h; Potency, µM (highest dose often 46.1 µM), for inactives: top-dose activity, negative = less viability, usual class: cytotoxic; actives 1.6% (n = 360,000);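 also: NT is the 2HG producing partner of a matched IDH1 knockdown line; potency is read from the fitted curve at half-maximal effect; 0% = DMSO-treated cells and -100% = media-only wells without cells; nearly all actives have a fitted effect of over 55% in size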
#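 Toxicity toward the 2HG-producing NT line was scored as %Activity, normalised to DMSO and no-cell wells, from CellTiter-Glo luminescence after 48 hours' treatment.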
# ATXN2 expr inh: ATXN2 expression inhibition; AID 1745845; HEK-293 ATXN2-luciferase reporter, luminescence, 24 h; actives 0.72% (n = 360,000); Potency, µM (top dose mostly 57 µM), for inactives: top-dose activity change, negative = inhibition, usual class: inhibitors; also: potency is read from the fitted curve at half-maximal effect; % is scaled to controls: 0 for no effect and ±100 for the full control effect; nearly all actives have a fitted effect of over 55% in size
#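 ATXN2-luciferase reporter cells (luciferase flanked by upstream and downstream ATXN2 gene portions) were treated 24 h at 37 °C with compounds at up to 57 uM. SteadyGlo luminescence gave expression; GF-AFC fluorescence gave viability.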
# KB-3-1 cytotox: kills parental KB-3-1 adenocarcinoma cells; AID 1347075; KB-3-1 viability, CellTiter-Glo ATP luminescence, 72 h; Potency, µM (top dose mostly 46.1 µM), without a hit: at the top dose activity change, negative = cytotoxic, actives largely listed as cytotoxic; actives 1.4% (n = 400,000); also: potency is read from the fitted curve at half-maximal effect; % is scaled to controls: 0 for no effect and ±100 for the full control effect; nearly all actives have a fitted effect of over 60% in size
#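 Parental KB-3-1 viability, qHTS format: 72 h compound exposure, 37 °C; CellTiter-Glo; media-only wells and DMSO plates as controls; concentration-effect fits on corrected data.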
# HT1080 IDH1KD tx: HT-1080 IDH1 knockdown cell toxicity (counter line). HT-1080 IDH1 knockdown viability, ATP luminescence, 48 h. Potency, µM (series often up to 46.1 µM), without a hit: top-dose activity, negative = toxicity, actives largely listed as cytotoxic. actives 2% (n = 360,000);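 also: potency is read from the fitted curve at half-maximal effect; 0% = DMSO wells and -100% = cell-free medium wells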
#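 Cytotoxicity counter-line: IDH1KD HT-1080, 48 h, CellTiter-Glo. Curves classed by r2, magnitude and activity.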
# SW480 rereplic: inducers of DNA re-replication in SW480 colon cancer cells | Potency, µM (doses to about 46.1 µM), without a hit: at the top dose re-replication activation, actives largely listed as activators | actives 1.8% (n = 340,000) | SW480 DNA re-replication, Hoechst DNA content imaging, 48 h | AID 624297; also: potency is read from the fitted curve at half-maximal effect; % of control where 0% means no effect; nearly all actives have a fitted effect of over 55% in size
#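 Hoechst fluorescence of nuclei (405 nm excitation, 500-530 nm emission) measured by plate-scanning imager after 48 hr compound exposure at 37 C; re-replication scored as increased number of nuclei with elevated intensity.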
# KB-V1 MDR tox: kills drug-selected multidrug resistant KB-V1 cells; AID 1347076; actives 3.4% (n = 400,000); Potency, µM (series often up to 46.1 µM), without a hit: at the top dose activity change, negative = cytotoxicity, most hits filed as cytotoxic; KB-V1 MDR cells viability, CellTiter-Glo, 72 h; also: potency is read from the fitted curve at half-maximal effect; % is scaled to controls: 0 for no effect and ±100 for the full control effect; nearly all actives have a fitted effect of over 60% in size
#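 In this primary screen, KB-V1 cells overexpressing P-gp are incubated with library compounds (lowest to highest concentration) for 72 h at 37 degrees C before a luminescent ATP viability read.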
# * = called active by the depositor; i = inactive; ? = inconclusive; · = not tested or not shown; [ ] = remark or other dose. Unless noted, calls follow the shape of the dose curve; as a rule, active = well fitted curve in the direction sought with a large enough effect; inconclusive = small, poorly fitted or top-dose-only effect, or another doubt; inactive = no such curve, though single readings can be large; an effect the other way counts as inactive or inconclusive. Outcome played no part in choosing rows. Share with any hit: about 11%.
cpd	SMILES	IL1B secr inh	S2 tox	MCF10A rereplic	HT1080NT lethal	ATXN2 expr inh
1	Cc1cccc(/C=N/NC(=O)C2CCCNC2=O)c1 (stereo unspecified)	12	i	?	12%	8%
2	Cc1c(OCc2nn[nH]n2)ccc2c3c(c(=O)oc12)CCCC3	12	i	2%	6%	7%
3	COc1ccc([C@@H]2[C@@H]3C(=O)N(C(C)(C)C)C(=O)[C@@H]3[C@]3(Cc4ccc(Cl)cc4)C(=O)N(c4ccc(Br)cc4)C(=O)N23)cc1	-25	i	-7%	2%	7%
4	CN(C)c1cncc(C(=O)O)c1	0	i	-2%	13%	-8%
5	Cc1ccc(C)c(CN2CCC(CNC(=O)Nc3ccc(C)c(F)c3)CC2)c1	?	?	-5%	?	·
6	Cc1ccc(-c2nc3ccccn3c2Nc2ccccc2C)s1	·	i	·	·	11%
7	O=C(CNC(=O)c1ccco1)NCC(=O)OCc1ccc(Cl)cc1Cl	-5	i	-2%	13%	-9%
8	O=C(Cc1ccccc1)Nc1c(C(=O)N2CCOCC2)cnn1-c1ccccc1	0	i	-3%	-2%	1%
9	O=C(CN1C(=O)NC2(CCCC2)C1=O)Nc1ccccc1F	0	i	-26%	8%	-1%
10	COc1ccc(/C=N/OCC(=O)Nc2nc3ccccc3s2)cc1	12	?	16%	6%	-4%

cpd	KB-3-1 cytotox	HT1080 IDH1KD tx	SW480 rereplic	KB-V1 MDR tox
1	25%	21%	-327%[inhibitor]	-9%
2	18%	3%	-7%	16%
3	-21%	1%	-43%[inhibitor][9.22 µM]	0%
4	13%	3%	27%	5%
5	-3%	-6%	9%	?
6	-4%	·	·	?
7	11%	17%	-21%	19%
8	12%	-13%	4%	-10%
9	7%	-14%	-2%	14%
10	11%	1%	-7%	?

# Next results follow.
cpd	SMILES	IL1B secr inh	S2 tox	MCF10A rereplic	HT1080NT lethal	ATXN2 expr inh
11	CCCN(C(=O)COC(=O)CSc1ccc(C(N)=O)cc1[N+](=O)[O-])C1CCS(=O)(=O)C1 (stereo unspecified)	16	i	0%	-3%	-3%
12	CCCCC(=O)N(C)c1c(C)nc2ccc(C(=O)NCCOc3ccc(OC)cc3)cn12	-4	i	·	-5%	-18%
13	O=C(Cn1cnc2c(OCc3ccccc3)ncnc21)NCCc1c[nH]c2ccccc12	0	i	-22%	-2%	6%
14	Fc1ccccc1-c1nc(-c2ccc(Br)o2)no1	9	i	-5%	-5%	4%
15	Cc1ccccc1CSc1nnc(-c2ccccn2)n1C	-7	i	3%	?	47%[activator]
16	Cc1cc(NC(=O)Cn2nnc3sc4c(c3c2=O)CCCC4)no1	-10	i	8%	1%	-11%
17	C=CC[C@H]1CC(Cc2ccccc2)=C[C@H](CC=C)N1	-75*	i	?	-4%	-9%
18	CC(=O)NNc1cc(C)nc(N)n1	9	?	0%	10%	-1%
19	CCSc1nnc(NC(=O)CSc2nc3c(c(=O)n2CCOC)SC(C)C3)s1 (stereo unspecified)	26	i	1%	-5%	-19%
20	NC(=O)CC(NC(=O)Cc1ccc(Br)cc1)c1ccc(NC2CCCCCCC2)c([N+](=O)[O-])c1 (stereo unspecified)	?	?	-4%	15%	?

cpd	KB-3-1 cytotox	HT1080 IDH1KD tx	SW480 rereplic	KB-V1 MDR tox
11	13%	-2%	4%	7%
12	9%	-11%	·	?
13	0%	-5%	-57%[inhibitor]	0%
14	-31%	1%	-4%	-2%
15	-2%	27%	-10%	-23%
16	-8%	-2%	-7%	?
17	1%	-2%	2%	4%
18	8%	4%	-3%	24%
19	-15%	-8%	0%	-11%
20	?	10%	3%	-3%

# Other compounds follow.
cpd	SMILES	IL1B secr inh	S2 tox	MCF10A rereplic	HT1080NT lethal	ATXN2 expr inh
21	O=C(CCN1C(=O)c2ccncc2C1=O)Nc1ccc(F)cc1	-6	?	-3%	9%	6%
22	COc1ccc(-c2cc3cc(OC)c(OC)cc3cn2)cc1	-12	?	?	-20%	-1%
23	O=C(CN1C(=O)NC2(CCCC2)C1=O)Nc1cc(C(F)(F)F)ccc1N1CCCCC1	-72*	i	22%	0%	-18%
24	CCOc1cc2c3c(c1)C(C)=CC(C)(C)N3C(=O)C2=O	67	?	?	4.6µM*	-32%
25	Cc1cc(N2CCCCC2)n2ncc(-c3ccccc3)c2n1	15	i	?	-25%	25%
26	O=C(Cc1ccc(NC2=NC3CS(=O)(=O)CC3S2)cc1)NCCc1ccccc1 (stereo unspecified)	-2	i	7%	1%	4%
27	O=C(c1ccc(Cl)cc1)c1cc([N+](=O)[O-])ccc1N1CCOCC1	45	i	?	1.5µM*	-27%
28	CCn1c(/C=N/c2nc3ccccc3n2C)nc2ccccc21	20	i	0%	?	34%[activator]
29	O=C1C(Cl)=C(Nc2ccccc2O)C(=O)N1c1ccccc1	4	?	0%	9%	16%
30	COc1cc(Cl)ccc1OCc1cc(C(=O)N2CCCCCC2)no1	-11	i	15%	6%	0%

cpd	KB-3-1 cytotox	HT1080 IDH1KD tx	SW480 rereplic	KB-V1 MDR tox
21	-1%	9%	-12%	0%
22	?	?	0%	-26%
23	-10%	-4%	?	0%
24	21µM*	?	?	?
25	-7%	-22%	10%	?
26	17%	-2%	-10%	-19%
27	?	1.2µM*	0.65µM*	1.8µM*
28	14%	?	3%	1%
29	?	2%	4%	0%
30	4%	3%	2%	?

# Complete entries, looked up by structure:
# Profile of Cc1cc(N2CCCCC2)n2ncc(-c3ccccc3)c2n1 → IL1B secr inh = 15; S2 tox = i; MCF10A rereplic = ?; HT1080NT lethal = -25%; ATXN2 expr inh = 25%; KB-3-1 cytotox = -7%; HT1080 IDH1KD tx = -22%; SW480 rereplic = 10%; KB-V1 MDR tox = ?
# Profile of COc1ccc(-c2cc3cc(OC)c(OC)cc3cn2)cc1 → IL1B secr inh = -12; S2 tox = ?; MCF10A rereplic = ?; HT1080NT lethal = -20%; ATXN2 expr inh = -1%; KB-3-1 cytotox = ?; HT1080 IDH1KD tx = ?; SW480 rereplic = 0%; KB-V1 MDR tox = -26%

# (next part)
cpd	SMILES	IL1B secr inh	S2 tox	MCF10A rereplic	HT1080NT lethal	ATXN2 expr inh
31	O=C(CCC(=O)N1CCN(C2CCCC2)CC1)Nc1nnc(C(F)(F)F)s1	0	i	5%	5%	6%
32	CCCc1nc(N)sc1C(=O)OCC	-15	i	-1%	-2%	3%
33	CC(C)C(=O)Nc1ccccc1N1CCN(S(C)(=O)=O)CC1	-2	i	-1%	-3%	3%
34	CCOc1ccc(-n2ccnc2SCC(=O)Nc2cc(C)on2)cc1	28	i	-2%	1%	-14%
35	Cc1cc(C)nc(NC(=S)Nc2ccc(Br)cc2Cl)c1	0	i	21%	6%	11%
36	CC(C)n1cnc2cc(NCc3ccccn3)ccc21	-6	?	-4%	14%	-20%
37	CN(C)CCCNC(=S)NCC(c1ccc(Cl)cc1Cl)c1c[nH]c2ccccc12 (stereo unspecified)	-104*	?	?	21µM*	25µM*
38	COc1ccc(-c2c3c(=O)n(C)c(=O)n(C)c3cn2-c2ccc(O)cc2)cc1	-55*	i	2%	0%	4%
39	C[C@H](CO)N1C[C@H](C)[C@@H](CN(C)C(=O)Nc2ccccc2)Oc2ccc(NC(=O)Cn3cnnn3)cc2C1=O	17	i	12%	4%	5%
40	COCC(=O)N1CCC(Oc2ccc(C(=O)NC3Cc4ccccc4C3)cc2)CC1	i	i	?	-3%	-6%

cpd	KB-3-1 cytotox	HT1080 IDH1KD tx	SW480 rereplic	KB-V1 MDR tox
31	0%	-2%	3%	2%
32	-1%	0%	-3%	0%
33	-3%	-7%	0%	15%
34	-30%	-9%	3%	15µM*
35	5%	5%	?	6%
36	2%	7%	-6%	?
37	-2%	16µM*	0%	22%
38	7%	-6%	-10%	10%
39	0%	6%	4%	0%
40	-7%	0%	·	?

# Later entries
cpd	SMILES	IL1B secr inh	S2 tox	MCF10A rereplic	HT1080NT lethal	ATXN2 expr inh
41	CCOC(=O)N1CCN(C(=O)C[C@@H]2C[C@@]3(C(=O)OC)CCCCC=C3N(Cc3ccc4c(c3)OCO4)C2=O)CC1	-20	·	·	1%	·
42	CCOC(=O)c1c(C)[nH]c(C(=O)COC(=O)CCNS(=O)(=O)c2ccc(NC(C)=O)cc2)c1C	-3	·	3%	10%	·
43	Cc1ccc(C)c(NC(=O)C(CC(=O)O)Cc2ccccc2)c1 (stereo unspecified)	10	i	3%	-3%	2%
44	COc1ccccc1NC(=O)CCS(=O)(=O)c1ccc2c(c1)NC(=O)C(C)S2 (stereo unspecified)	17	i	7%	7%	·
45	O=C(CC1(O)C(=O)N(Cc2ccccc2)c2ccccc21)c1ccncc1 (stereo unspecified)	41	i	?	-1%	-1%
46	CCOc1ccc(C(=O)CCC(=O)NN2C(=O)NC3(CCCCC3)C2=O)cc1	-1	i	-1%	-2%	·
47	CCn1nnnc1SCC(=O)Nc1nc2ccccc2s1	0	i	-12%	23%	36%
48	COc1ccc(/C=C/C(=O)O)cc1Cl	11	i	2%	7%	-5%
49	O=C(CSc1ncn[nH]1)Nc1ccc([N+](=O)[O-])cc1Br	?	i	21%	-4%	?
50	CCN(CC)CCOC(=O)c1c(C)oc2ccc(O)cc12	-11	i	-10%	0%	6%
51	c1ccc(CNn2nnc3ccccc32)cc1	9	i	·	19%	56%[activator]

cpd	KB-3-1 cytotox	HT1080 IDH1KD tx	SW480 rereplic	KB-V1 MDR tox
41	5%	4%	·	-9%
42	-7%	1%	0%	?
43	2%	5%	-4%	2%
44	1%	5%	-6%	9%
45	?	-3%	-1%[9.22 µM]	-5%
46	6%	-1%	-12%	-6%
47	8%	17%	?	-20%
48	-1%	2%	-32%[inhibitor]	-7%
49	-14%	3%	?	-35%
50	8%	12%	9%	15%
51	0%	1%	·	3%

# Compound activity: PubChem, National Center for Advancing Translational Sciences (NCATS)
